# Pin1 inhibitor: blocks the human prolyl isomerase Pin1; Pin1 FP peptide displacement, HiFluor488, 10 min; Potency, µM (doses to about 115 µM), without a hit: at the top dose activity, negative = inhibition, usual class: inhibitors; actives 0.009% (n = 390,000); AID 504891; active means well fitted inhibition curve with a large enough effect in the polarisation, with a control signal flat, not every such curve was filed as active; inconclusive means small, poorly fitted or top-dose-only effect, or effect the other way, or a change in a side signal; inactive means no such curve, though single readings can be large or run the other way; the % refers to the polarisation; further: on the % scale 0 is the no-effect control and ±100 the full control effect
# Target sequence (Q13526 whole entry, looked up): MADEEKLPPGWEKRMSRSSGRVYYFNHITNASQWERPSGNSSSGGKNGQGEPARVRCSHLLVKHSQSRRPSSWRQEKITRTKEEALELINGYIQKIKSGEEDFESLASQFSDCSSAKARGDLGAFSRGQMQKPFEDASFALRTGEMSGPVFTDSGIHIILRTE
# PGK inhibitor: inhibitors of T. brucei phosphoglycerate kinase | P07378 | PGK/GAPDH coupled, Kinase-Glo luminescence, 60 min | Potency, µM (highest dose often 57.5 µM), for the others: at the top dose activity change, negative = inhibition, hits mostly inhibitors | actives 0.043% (n = 380,000) | AID 602233; further: on the % scale 0 is the no-effect control and ±100 the full control effect; nearly all actives have a fitted effect of over 60% in size
# Target sequence (P07378 whole entry, looked up): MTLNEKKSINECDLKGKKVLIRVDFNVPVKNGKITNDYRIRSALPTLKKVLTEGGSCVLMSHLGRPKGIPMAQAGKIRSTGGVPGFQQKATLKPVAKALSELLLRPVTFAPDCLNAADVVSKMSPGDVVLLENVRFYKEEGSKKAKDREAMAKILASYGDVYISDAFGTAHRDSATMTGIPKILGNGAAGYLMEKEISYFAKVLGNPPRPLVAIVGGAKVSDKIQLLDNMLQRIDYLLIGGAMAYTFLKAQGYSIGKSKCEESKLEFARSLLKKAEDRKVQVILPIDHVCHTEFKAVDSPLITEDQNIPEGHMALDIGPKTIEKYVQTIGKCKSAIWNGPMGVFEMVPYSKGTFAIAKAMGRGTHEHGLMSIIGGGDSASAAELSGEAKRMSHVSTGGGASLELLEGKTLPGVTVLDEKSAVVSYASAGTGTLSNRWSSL
#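 Recombinant glycosomal PGK reaction used 1,3-bisphosphoglycerate generated in-well by GAPDH (100nM final) in 100mM TEA pH 7.6, 5mM MgCl2, 0.01% Tween-20. After 60 minutes at room temperature, ATP was read by Kinase-Glo Plus luminescence end-point.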
# GLS inhibitor: glutaminase GLS (human) inhibition | O94925 | GLS enzymatic activity, qHTS titration | Potency, µM (top dose mostly 45.5 µM), inactives show at the top dose activity change, negative = inhibition, hits mostly inhibitors | actives 0.21% (n = 410,000) | AID 624170; further: on the % scale 0 is the no-effect control and ±100 the full control effect
#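 Compounds were pin-transferred onto hKGA, after which L-glutamine (1 mM solution) and a detection mix of glutamate oxidase, HRP and Amplex Red were added. Initial and 30 min RT fluorescence reads were collected.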
# BAZ2B block: blocks human BAZ2B. AlphaScreen BAZ2B-H3K14Ac peptide displacement. Potency, µM (highest dose often 114 µM), without a hit: top-dose activity change, negative = inhibition, usual class: inhibitors. Q9UIF8. AID 504333. actives 4.4% (n = 360,000); further: on the % scale 0 is the no-effect control and ±100 the full control effect; nearly all actives have a fitted effect of over 60% in size
#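 In this displacement format the biotinylated H3(5-23) peptide acetylated at Lys14 serves as ligand at 50 nM, with BAZ2B at 50 nM in PBS pH 7.4 containing 0.01% Tween-20. Donor and acceptor beads are 10 ug/mL final.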
# HP1b chromo inh: HP1-beta chromodomain-methylated histone interaction inhibition; P83916; AlphaScreen HP1-beta / biotin-H3K9me3 peptide binding; Potency, µM (highest dose often 114 µM), for inactives: top-dose activity change, negative = inhibition, most hits filed as inhibitors; actives 0.56% (n = 390,000); AID 540317; further: nearly all actives have a fitted effect of over 70% in size; inactives centre near 23
#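 HP1-beta protein (50 nM final) preincubated 30 min at room temperature with biotinylated H3(1-18)K9me3 peptide (50 nM) in PBS pH 7.4, 0.01% Tween-20, then compound added for 30 min. AlphaScreen streptavidin donor/nickel chelate acceptor beads (10 ug/mL final), 30 min dark, luminescence read.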
# BLM inh: Bloom syndrome helicase (human) inhibition; recombinant BLM DNA unwinding, fluorescence dequenching; Potency, µM (highest dose often 56.1 µM), for inactives: at the top dose activity change, negative = inhibition, actives largely listed as inhibitors; actives 0.2% (n = 350,000);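 further: plate controls were vehicle for no effect and no enzyme for full effect; nearly all actives have a fitted effect of over 35% in size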
# G9a block: blocks human histone lysine methyltransferase G9a; Q96KQ7; AID 504332; Potency, µM (top dose mostly 102 µM), for the others: at the highest dose activity, negative = inhibition, most hits filed as inhibitors; actives 8.8% (n = 350,000); G9a H3K9 monomethylation, AlphaScreen, 2 h; further: on the % scale 0 is the no-effect control and ±100 the full control effect; nearly all actives have a fitted effect of over 75% in size
# Target sequence (Q96KQ7 913-1193 limits assumed): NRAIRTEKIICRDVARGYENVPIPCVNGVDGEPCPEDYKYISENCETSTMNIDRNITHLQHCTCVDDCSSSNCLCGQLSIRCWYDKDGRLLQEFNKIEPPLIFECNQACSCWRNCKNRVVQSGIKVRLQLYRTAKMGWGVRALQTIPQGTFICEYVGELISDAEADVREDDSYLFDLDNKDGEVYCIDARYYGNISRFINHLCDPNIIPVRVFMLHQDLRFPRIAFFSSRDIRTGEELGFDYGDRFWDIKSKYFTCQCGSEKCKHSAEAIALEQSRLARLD
#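 AlphaScreen detection with an anti-monomethyl H3K9 antibody quantified product after a 2 h room-temperature reaction containing 500 nM biotinylated H3K9 peptide, 20 µM SAM and 20 nM enzyme, which had been preincubated 15 min with compound.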
# POLI inh: blocks human DNA polymerase iota activity | Potency, µM (highest dose often 115 µM), for inactives: at the highest dose activity, negative = inhibition, actives largely listed as inhibitors | Pol iota fluorescent replication assay, 10 min | AID 588590 | Q9UNA4 | actives 1% (n = 390,000)
#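 Pol iota at 10 nM preincubated 15 min with compounds at room temperature; reaction started with fluorescent substrate, 50 nM final. Fluorescence read kinetically at 0 and 10 min; buffer-only wells as negative control.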
# JMJD2A Tudor inh: inhibitors of human JMJD2A Tudor domain. O75164. AlphaScreen JMJD2A-Tudor / H3K4me3 peptide binding. Potency, µM (doses to about 114 µM), for the others: top-dose activity change, negative = inhibition, hits mostly inhibitors. actives 4.4% (n = 390,000). AID 504339; further: on the % scale 0 is the no-effect control and ±100 the full control effect; nearly all actives have a fitted effect of over 50% in size
# Starred values were filed as active, the others as inactive; i = inactive; ? = inconclusive; / = not tested or not shown; [ ] = another dose, or the depositor's remark. Unless noted, the call rests on the fitted dose curve; in most records, active means well fitted curve in the direction sought with a large enough effect; inconclusive means small, poorly fitted or top-dose-only effect, or another doubt; inactive means no such curve, though single readings can be large; an effect the other way counts as inactive or inconclusive. Potency means the concentration at half of the fitted maximal effect. Some of the compounds tested; the hit share may differ from the screen's.
SMILES,Pin1 inhibitor,PGK inhibitor,GLS inhibitor,BAZ2B block,HP1b chromo inh,BLM inh,G9a block,POLI inh,JMJD2A Tudor inh
CCN(CC)c1cc2c(cc1F)c(=O)c(S(=O)(=O)c1cccc(C)c1)cn2C,-7%,-1%,8%,0%,34%,-3%,2%[59 µM],-13%,1%
Cc1cc(C)c2c(n1)nn1c(N3CCN(c4ccccc4C)CC3)cc(C)nc21,-2%,-3%,9%,/,52%[activator],/,/,5%,3%
CC1CCCCC12NC(=O)N(CC(=O)NCCc1ccc(S(N)(=O)=O)cc1)C2=O (stereo not given),2%,-4%,10%,-2%,31%,/,-4%[12.7 µM],7%,-9%
COc1ccc(NC(=O)Nc2ccc3c(c2)CCC3)cc1OC,-1%,/,1%,3%,52%[activator],-3%,28%[59 µM],3%,-2%
Cc1cc(NC(=O)CSc2nc(CCC3CCCC3)nc3ccccc23)no1,-2%,-4%,-5%,-4%,43%[activator],-3%,16%[59 µM],-11%,-7%
CCCCN(Cc1nc2ccccc2c(=O)[nH]1)C(=O)c1nn(C)c(=O)c2ccccc12,2%,-5%,1%,11%,33%,/,?,22%,-3%
CCCCN(CCCC)S(=O)(=O)c1ccc(NS(=O)(=O)c2ccc(NC(C)=O)cc2)cc1,1%,-4%,0%,-37%,4%,-23%,?,-9%,-28%
COc1cccc(OC)c1OC(=O)c1cnccn1,?,-11%,27%,-2%,9%,-7%,11%,11%,-18%
O=C(Cn1cc(C(=O)c2cccs2)c2ccccc21)NCc1cccs1,1%,4%,-1%,11%,18%,-9%,-1%,17%,-19%
CC(=O)c1ccc(NC(=O)c2cc(S(=O)(=O)N3CCCCCC3)cn2C)cc1,-5%,10%,3%,1%,30%[57 µM],-4%,8%[59 µM],18%,1%
COc1ccccc1C(=O)Nc1nnn(C)n1,0%,-4%,7%,3%,14%,2%,7%,12%,-8%
CNC(=O)C(=O)N1CCC2(CC1)OCCN2S(=O)(=O)c1ccc(C)cc1,-6%,i,0%,-6%,-3%,/,-27%,42%[activator],-8%
CCN(CC)S(=O)(=O)c1ccc(N=Nc2c(C)[nH]n(C(N)=S)c2=O)cc1,2%,-13%,14%,5%,-23%,-5%,?,24%,?
CCOC(=O)c1ccc(Nc2ncnc3ccc(C)cc23)cc1,-2%,-2%,0%,-4%,34%,0%,/,15%,-8%
Cc1ccccc1-n1ncc2c1CC(C)(C)CC2NC(=O)CCN1Cc2ccccc2C1=O (stereo not given),-2%,-17%,-1%,-8%,39%,-2%,-4%,27%,4%
Cc1cc(NC(=O)COc2cccc(Oc3ccccc3)c2)no1,9%,-1%,13%,4%,6%,-4%,-36%[59 µM],?,0%
C[N+](C)(C)CCCC(=O)c1ccc2c(c1)OCO2,2%,2%,-17%,-1%,61%[activator],-10%,?,0%,-23%[11.4 µM]
Cc1cc(C)c(NC(=O)C2CCN(c3nnc(C)c4c(C)n(-c5ccccc5)nc34)CC2)c(C)c1,37%[activator],-3%,-26%,-31%,8%,1%,-24%[59 µM],?,-29%
Cc1ccc(S(=O)(=O)C(CNS(=O)(=O)c2cc(F)ccc2F)c2cccs2)cc1 (stereo not given),-2%,-4%,-8%,-4%,-3%,-6%,6%[59 µM],-17%,-13%
Cc1ccc(-c2nnc(N3CCN(C(=O)Cn4c(=O)n(C)c5ccccc54)CC3)c3ccccc23)cc1,-5%,0%,8%,-20%,23%,2%,-41%,15%,-13%
O=C(COC(=O)c1ccccc1Br)NCc1ccccc1,-8%,-4%,7%,?,10%,-1%,-11%[59 µM],12%,-11%
CC(=NC(C)C)C1=C(O)CCC1=O,-19%,-2%,11%,-9%,18%,-1%,-27%,1%,-4%
CC(C)(C)c1ccc(C(=O)Nc2ccc(N3CCOCC3)cc2)cc1,-5%,i,30%,-9%,-3%,-2%,-13%[12.7 µM],32%[activator],-25%
COc1ccc2c(C)cc(N3CCOCC3)nc2c1,0%,-2%,-3%,10%,25%,-1%,11%,12%,20%
CC1(C)CC(=O)C=C(NCCN2CCNCC2)C1,0%,-13%,0%,-3%,17%,1%,6%[59 µM],34%[activator],-10%
CCCCN(C(=O)NC(=O)Nc1ccc(C)cn1)S(C)(=O)=O,-3%,/,-4%,3%,61%[activator],3%,-12%,6%,-1%
CCn1ncc(Br)c1C(=O)Nc1ccc(F)cc1F,-5%,/,0%,10%,40%[activator],-2%,17%[59 µM],43%[activator],-6%
O=C(Nc1ccccc1NC(=O)c1ccc(F)cc1)c1ccc(F)cc1,1%,i,-11%,-15%,32%,-5%,-9%,-8%,0%
CC(C)C(C(=O)Nc1nccs1)N1C(=O)c2ccccc2C1=O (stereo not given),-9%,-1%,2%,-22%,-21%,-2%,4%,45%[activator],-29%
COc1ccc(/C=C/C(=O)c2ccccc2)cc1COc1ccc(F)cc1,2%,1%,-1%,-3%[57.1 µM],51%,-3%,41%,12%,-5%
CCN(C(=O)c1oc2ccc(S(=O)(=O)N3CCCCCC3)cc2c1C)c1ccccc1,5%,i,-8%,24%,67%[activator],-8%,-6%[59 µM],4%,-16%
O=C(O)CSc1nnc(Cn2c(=O)sc3ccccc32)n1-c1cccc(Cl)c1,-1%,-5%,1%,-4%,12%,1%,2%[59 µM],5%,-19%
O=[N+]([O-])c1ccc(N/N=C2/CCCCC2c2ccccn2)cc1 (stereo not given),12%,-1%,0%,?,-11%[57 µM],2%,32µM*,47%[activator],16µM*
Cc1cc(C)n2nc(C(=O)N/N=C/c3c4ccccc4cc4ccccc34)nc2n1,?,-2%,-6%,-7%,63%[activator],?,-15%[59 µM],-1%,?
O=C(O)c1ccc(S(=O)(=O)N(Cc2cccs2)CC2CCCO2)cc1 (stereo not given),-6%,-1%,3%,23%,19%,2%,-13%,-24%,-6%
CCOc1ccc(NC(=O)CN(C)CC(=O)NC(C)c2ccccc2)cc1OCC (stereo not given),6%,6%,-9%,-15%,32%,-3%,4%,123%[activator],6%
O=C(CSc1ncnc2c1oc1ccccc12)Nc1ccc2c(c1)OCCO2,3%,-8%,1%,/,8%,/,/,4%,-19%
COc1cc(/C=C/C(=O)OCC(=O)N2CCc3ccccc3C2)ccc1O,10%,i,?,?,27%,-7%,?,135%[activator],-7%
Cc1ccc(SCC(=O)OCC(=O)NCCCc2ccccc2)cc1,4%,-11%,-9%,9%,65%[activator],/,27%,47%[activator],28%
Cc1ccccc1NC(=O)CCC(=O)OCCCC(F)(F)C(F)(F)F,6%,-1%,2%,0%,27%,0%,-2%[2.33 µM],31%[activator],10%
Cc1ccc2c(CNCCc3ccc(Cl)cc3)c(C(=O)O)n(Cc3ccc(F)cc3)c2c1,24%,-2%,6%,-32%,19%,-12%,-33%[59 µM],16%,-26%
COc1ccc(C(=O)/C=C2\Sc3ccccc3N2C)cc1,-1%,-5%,1%,16%,85%[activator],-3%,?,44%[activator],30%
Cc1ccc(S(=O)(=O)NCc2ccc(C(=O)NCCN(Cc3ccccc3)C(C)C)cc2)cc1,-12%,i,11%,?,23%,-3%,4%,5%,-26%
COC(=O)C1=C(C(=O)OC)[C@@H]2N(Cc3ccccc3)c3ccccc3[C@@]23C[C@@H](C(=O)OC)N(C(=O)NC(C)(C)C)C3=N1,4%,-2%,0%,/,32%,/,/,23%,?
NC(=O)CSc1nnc(CNc2ccc(F)cc2)n1CC1CCCO1 (stereo not given),1%,-2%,2%,15%,57%[activator],-3%,?,4%,-20%[57.1 µM]
CCOC(=O)C1(Cc2ccc(OC)cc2)CCN(C(=O)CC2CCC(=O)N2)CC1 (stereo not given),-5%,8%,-14%,4%,29%,-2%,/,5%,-7%
Cc1ccc(-c2csc3ncnc(-n4nnc5ccccc54)c23)cc1,-6%,0%,5%,6%,61%[activator],-1%,16%,-9%,11%[57.1 µM]
O=C(COC(=O)C12CC3CC(CC(C3)C1)C2)NCC1CCCO1 (stereo not given),0%,/,/,/,32%,/,/,-3%,-12%
Cc1nc2ncnn2c(C)c1C/C=C/c1ccccc1,2%,i,10%,-5%,17%,0%,5%,11%,-13%
O=C(CCN1C(=O)c2ccccc2S1(=O)=O)NCc1ccccc1,-1%,6%,-8%,0%,21%,/,1%,36%[activator],-5%
CCOC(=O)c1nnn(-c2nonc2N)c1-c1ccc(F)cc1,14%,-1%,-5%,-2%,35%,-4%,-8%,28%,-3%
Cc1cc(Nc2cc(Cl)cc(Cl)c2)nc(N)n1,0%,-7%,-8%,-8%,37%,-11%,/,-2%,8%
COc1cc(NS(=O)(=O)c2ccc(N/C=C\C(=O)c3ccc(F)cc3)cc2)nc(OC)n1,-6%,4%,4%,3%,18%,8%,?,119%[activator],-19%
CCCC(C(=O)NCc1ccco1)N(C(=O)CNS(=O)(=O)c1ccccc1)C1CCCC1 (stereo not given),-2%,i,-2%,-2%,12%,-3%,?,-4%,-10%
COc1cccc(C2/C(=C(\O)c3ccc(OC)c(OC)c3)C(=O)C(=O)N2c2cc(C)on2)c1 (stereo not given),-11%,5%,9%,3%,65%[activator],-2%,?,4%,-21%
CCCn1c(-c2cccc(Br)c2)nc2ccccc21,-13%,1%,4%,112%[activator],85%[activator],-5%,12%[59 µM],12%,38%[activator]

# A portion from the list above:
SMILES,Pin1 inhibitor,PGK inhibitor,GLS inhibitor,BAZ2B block,HP1b chromo inh,BLM inh,G9a block,POLI inh,JMJD2A Tudor inh
O=C(CCN1C(=O)c2ccccc2S1(=O)=O)NCc1ccccc1,-1%,6%,-8%,0%,21%,/,1%,36%[activator],-5%
CCOC(=O)c1nnn(-c2nonc2N)c1-c1ccc(F)cc1,14%,-1%,-5%,-2%,35%,-4%,-8%,28%,-3%
Cc1cc(Nc2cc(Cl)cc(Cl)c2)nc(N)n1,0%,-7%,-8%,-8%,37%,-11%,/,-2%,8%

# Assay outcomes: PubChem, National Center for Advancing Translational Sciences (NCATS)
